# Wnt bcat act – Wnt/beta-catenin pathway activators, primary screen, cell-based, plate reader, single point; 300,000 tested, 1.2% active; Wnt/beta-catenin reporter cell assay, activator; activation, % at 9.35 µM; in the data active = activation above about 30%, passing the limit was not always enough;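 note: 0% = neutral control wells and 100% = positive control wells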
# PvdQ inh – P. aeruginosa PvdQ acylase inhibitors, primary screen, biochemical, fluorescence, plate reader and imaging, single point; 340,000 tested, 0.063% active; PvdQ acylase [Pseudomonas aeruginosa LESB58]; inhibition, % at 10 µM; purified PvdQ acylase; in the data active = inhibition above about 30%, passing the limit was not always enough;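 note: 0% = vehicle neutral wells and 100% = reference inhibitor wells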
# Rtt109 Vps75 – inhibitors of C. albicans Rtt109/Vps75 HAT, primary screen, biochemical, ThioGlo CoA-SH fluorescence, plate reader; Histone acetyltransferase RTT109 (Candida albicans (strain SC5314 / ATCC MYA-2876)), …; purified Rtt109/Vps75, 4 h; inhibition, % at 34.9 µM; 330,000 tested, 0.16% active; AID 540336, 2011;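 active = inhibition of at least 50% in every replicate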
# Target sequence (Q5AAJ8 whole entry, looked up): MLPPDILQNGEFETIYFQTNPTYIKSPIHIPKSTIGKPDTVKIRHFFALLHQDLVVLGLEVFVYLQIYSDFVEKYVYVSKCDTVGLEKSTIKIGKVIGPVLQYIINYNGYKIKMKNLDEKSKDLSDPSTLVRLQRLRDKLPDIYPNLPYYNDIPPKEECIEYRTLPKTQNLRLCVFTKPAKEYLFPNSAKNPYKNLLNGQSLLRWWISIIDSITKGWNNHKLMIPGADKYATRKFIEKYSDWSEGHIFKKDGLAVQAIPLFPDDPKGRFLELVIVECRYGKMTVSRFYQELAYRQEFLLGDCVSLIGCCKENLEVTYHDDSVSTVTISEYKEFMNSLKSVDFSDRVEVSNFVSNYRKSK
# phage Ecoli inh – growth loss of phage-infected E. coli, primary screen, RecBCD inhibitor project, absorbance, with phage, HTS. AID 651602, 2012. 360,000 tested, 0.26% active. inhibition, % at 11.9 µM; in the data active = inhibition above about 11%
# AddAB inh – growth inhibition of E. coli expressing H. pylori AddAB, primary screen, AddAB inhibitor project, absorbance. inhibition, % at 11.9 µM. 330,000 tested, 0.29% active; in the data active = inhibition above about 12%;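 note: 0% = vehicle wells of infected cells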
# CAL PDZ inh – CAL PDZ peptide-binding inhibitors, primary screen, biochemical, fluorescence polarization, Cer-tagged CAL PDZ, HTS; Golgi-associated PDZ and coiled-coil motif-containing protein (Homo sapiens), Q9HD26; purified CAL PDZ, TMR-peptide fluorescence polarization, 1 h; inhibition, % at 20 µM; 330,000 tested, 0.02% active; AID 504414, 2011;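 active = highest replicate inhibition of at least 40%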;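 note: plate controls were DMSO neutral control wells for no effect and unlabeled competitor peptide control wells for full effect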
#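 System: tagged CAL PDZ domain. Schedule: 1 h room-temperature incubation prior to read. Signal: fluorescence polarization (mP). Measure: percent inhibition from loss of millipolarization.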
# Ecoli viability – E. coli V3065 growth inhibition, primary screen, counter-screen for AddAB inhibitor project, absorbance, OD600. 18 h. inhibition, % at 11.9 µM. 330,000 tested, 0.27% active. AID 449728, 2010;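 active = inhibition above the campaign's mean inhibition across all tested compounds plus 3 SD, cut at about 9.9% in these data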;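 note: uninfected addAB+ strain grown without phage in ampicillin broth; 0% = DMSO wells and 100% = ciprofloxacin 0.95 µg/ml wells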
# PfHsp90 set2 – growth inhibition of PfHsp90-expressing yeast, primary screen, antimalarial PfHsp90 inhibitor project, S. cerevisiae, BacTiter-Glo luminescence, single point, set 2; BacTiter-Glo ATP, 48 h; yeast lacking PDR1 and PDR3 efflux regulators; inhibition, % at 9.4 µM; AID 504621, 2011; 310,000 tested, 0.32% active;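 active = every replicate shows inhibition above about 80%, whatever the replicate mean, limit read from the data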;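 note: 0% = DMSO neutral controls and 100% = 20 µM radicicol positive controls; yeast relying on Plasmodium falciparum Hsp90 in place of its own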
# DAGLB inhibitor – DAGLB lipase inhibitors, primary screen, biochemical, fluorescence, HTS; inhibition, % at 5.17 µM; Diacylglycerol lipase-beta (Homo sapiens), Q8NCG7; AID 504411, 2011; 340,000 tested, 0.059% active; HEK293T DAGLB membrane lysate, EnzChek fluorogenic substrate; in the data active = inhibition above about 34%;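 note: 0% = enzyme with vehicle and 100% = wells lacking enzyme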
# Target sequence (Q8NCG7 whole entry, looked up): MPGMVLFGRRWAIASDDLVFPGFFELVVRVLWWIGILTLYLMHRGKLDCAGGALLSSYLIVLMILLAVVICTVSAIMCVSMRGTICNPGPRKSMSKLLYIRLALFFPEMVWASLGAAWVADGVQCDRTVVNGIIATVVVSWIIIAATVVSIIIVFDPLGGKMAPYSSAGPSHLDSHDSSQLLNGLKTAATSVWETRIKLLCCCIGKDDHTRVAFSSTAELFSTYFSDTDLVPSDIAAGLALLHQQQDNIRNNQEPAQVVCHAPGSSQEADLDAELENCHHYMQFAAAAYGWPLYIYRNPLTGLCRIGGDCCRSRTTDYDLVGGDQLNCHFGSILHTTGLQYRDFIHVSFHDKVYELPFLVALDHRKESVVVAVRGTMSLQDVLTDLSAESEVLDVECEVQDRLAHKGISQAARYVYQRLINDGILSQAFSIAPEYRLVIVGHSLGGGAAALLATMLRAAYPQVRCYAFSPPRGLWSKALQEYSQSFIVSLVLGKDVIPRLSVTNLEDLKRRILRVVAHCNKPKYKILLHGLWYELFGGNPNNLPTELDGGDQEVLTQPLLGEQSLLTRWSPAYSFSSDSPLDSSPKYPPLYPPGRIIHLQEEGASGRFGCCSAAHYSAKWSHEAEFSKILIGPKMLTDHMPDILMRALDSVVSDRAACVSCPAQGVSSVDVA
# Tat export inh – E. coli Tat export inhibitors, primary screen, MC4100, TorA-mCherry reporter, fluorescence, single point; 340,000 tested, 0.036% active; inhibition, % at 10 µM; AID 488895, 2010;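 active = mean replicate inhibition at least 50% and at least half of replicates individually reaching 50%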;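 note: exported cargo escapes ClpAP degradation while cytoplasmic cargo is degraded and loses fluorescence; 0% = median of neutral control wells and 100% = median of NaSCN control wells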
# Starred values were filed as active, the others as inactive; nt = not tested or not shown; & = joins results of further samples. Not a hit list, and some 1.9% of all compounds hit somewhere here.
SMILES,Wnt bcat act,PvdQ inh,Rtt109 Vps75,phage Ecoli inh,AddAB inh,CAL PDZ inh,Ecoli viability,PfHsp90 set2,DAGLB inhibitor,Tat export inh
CS(=O)(=O)N(CC(=O)NC1CC1)C1CCCCC1,nt,-10,-4,0.1,2.6,-0.4,1.7,-3,-1,-3
CC(C)c1ccc(N(CC(=O)O)S(=O)(=O)c2cccnc2)cc1,1,-7,0,-0.3,3.8,-1.3,0.2,nt,0,-4
COc1cccc(/C=N/n2c(-c3cc(C)[nH]n3)n[nH]c2=S)c1O,2,12,32,2.1,-0.2,-2.3,-0.8,-12,0,-4
Cc1nc2cc3ccccc3cc2s1,-1,-10,-7,1.3,nt,-0.4,nt,-8,-2,-7
CCC(C)Sc1ccc(-c2nc3ccc(C)cn3c2NCc2ccccc2)cc1 (stereo unspecified),21,-13,-2,2.5&-0.1,0.4,-0.2,-1.7,-19,-6,0
COc1ccc(C)cc1NC(=O)c1nc2nc(C)cc(C)n2n1,nt,-9,2,-0.2,nt,-2.5,nt,-4,3,-7
O=C(Nc1ccc2nsnc2c1)N1CCCCCC1,21,-10,nt,2.8,1.7,-3.4,0.8,-2,2,-1
COC(=O)c1cccc(C(=O)Nc2cnc3ccccc3c2)n1,nt,0,9,1.8,0.2,-2.0,-2.7,-23,-4,-4
O=C(O)c1cn(-c2ccc(N3CCCC3)c(F)c2)c2c(F)c(F)c(F)cc2c1=O,19,3,4,0.1,22*,-1.0,17*,106*,0,-8
CCOC(=O)N1CCN(C(=O)C(C)c2ccc([N+](=O)[O-])cc2)CC1 (stereo unspecified),5,-9,6,0.9,3.7,-0.1,-0.9,0,1,-12
C=CCOC(=O)Nc1c(C(=O)OC)[nH]c2ccccc12,2,6,3,1.3,6.0,-0.7,1.2,-64,0,-1
CCC(C)c1ccccc1NC(=O)CN(C)CCOc1ccc(Cl)cc1 (stereo unspecified),2,-15,-1,1.0,0.9,-0.8,0.6,37,-10,18
Cn1c(=O)n(C)c2cc([N+](=O)[O-])c(N3CCN(C(=O)c4ccccc4Cl)CC3)cc21,nt,4,nt,0.0,0.3,-1.5,0.7,2,5,-1
O=C(COC(=O)Cc1c(Cl)cccc1Cl)NCCC1=CCCCC1,-2,-10,4,4.0,2.2,-0.8,2.1,-31,4,1
O=C(Nc1ccc2ccccc2c1)c1cccc([N+](=O)[O-])c1,29,-7,1,1.5,-0.8,-2.4,-0.5,11,-2,-6
COC(=O)c1c(C)oc2ccc(N(C(=O)c3ccncc3)S(=O)(=O)c3ccc(C)cc3)cc12,-3,-18,2,nt,-0.1,-1.2,0.4,15,-2,-1
Cc1ccc(CNC(=O)CCOc2ccc(C(C)(C)C)cc2)cc1,nt,4,19,2.4,-2.2,-0.7,-1.6,0,-2,6
CCCn1nnc(NC(=O)c2ccc3ccccc3c2)n1,9,1,0,1.9,3.5,-2.5,2.4,nt,-1,-7
Cc1c(C(=O)NCCn2ccc3ccccc32)cccc1[N+](=O)[O-],0,-15,-3,2.5,-2.7,0.5,2.1,-11,-1,-6
Cc1ccc(C(=O)N2C3=C(CCCC3)C(=O)NC23CCCCC3)cc1,0,-2,0,2.4,-2.1,-0.2,2.4,-11,-4,-2
NC(=O)c1nsc(C(=O)N(CC(=O)NC2CCCC2)Cc2ccc3c(c2)OCO3)c1N,-1,5,nt,2.6,1.5,-1.5,2.1,-8,0,0
O=C(CCc1ccccc1)NNC(=O)COc1ccccc1Cl,-1,-1,-5,1.8,-0.7,-1.1,-0.4,13,-2,-2
CCC(C)C(=O)Nc1nnc(CCc2ccccc2)s1 (stereo unspecified),1,-12,1,0.0,1.4,-3.0,-0.4,15,1,7
CC(C)Cn1nc(C(=O)OCC(=O)NCC(F)(F)F)c2ccccc2c1=O,-1,-3,1,1.8,5.9,-0.9,3.3,2,-5,5
COc1ccc(C(=O)Nc2nnc(C3=COCCO3)o2)cc1OC,2,-6,-9,4.0,0.9,-0.1,2.2,-21,0,-5
Cc1cccc(-c2c3c(=O)n(C)c(=O)n(C)c3cn2C2CCCCC2)c1,-3,10,12,2.3,0.2,-1.1,0.8,-5,2,-2
Cc1nnc(SC(C)C(=O)Nc2ccc(Cl)cc2Cl)[nH]c1=O (stereo unspecified),-1,28,5,0.1,0.7,-0.5,-2.0,-4,3,-10
C[C@@H]1NC(=O)[C@@]2(C)[C@@H](c3ccccc3)[C@H]3COc4ccccc4[C@@H]3N2C1=O,-6,-14,-5,2.1,-3.2,0.5,-1.5,11,-1,4
COc1ccccc1NS(=O)(=O)c1cc(N)ccc1N1CCOCC1,-5,-18,-32,0.3,2.0,-1.0,0.0,-17,-3,1
Cc1ccc2[nH]c(=O)c(C(c3nnnn3C3CCCC3)N(Cc3cccnc3)Cc3ccco3)cc2c1 (stereo unspecified),nt,-8,24,0.9,2.6,-1.4,-0.6,6,3,8

# One compound at a time, as listed above. Screens in order: Wnt bcat act	PvdQ inh	Rtt109 Vps75	phage Ecoli inh	AddAB inh	CAL PDZ inh	Ecoli viability	PfHsp90 set2	DAGLB inhibitor	Tat export inh
# Cc1nc2cc3ccccc3cc2s1 as listed: -1	-10	-7	1.3	nt	-0.4	nt	-8	-2	-7
# COc1ccccc1NS(=O)(=O)c1cc(N)ccc1N1CCOCC1 as listed: -5	-18	-32	0.3	2.0	-1.0	0.0	-17	-3	1
# CC(C)Cn1nc(C(=O)OCC(=O)NCC(F)(F)F)c2ccccc2c1=O as listed: -1	-3	1	1.8	5.9	-0.9	3.3	2	-5	5

# Going on with the list.
SMILES,Wnt bcat act,PvdQ inh,Rtt109 Vps75,phage Ecoli inh,AddAB inh,CAL PDZ inh,Ecoli viability,PfHsp90 set2,DAGLB inhibitor,Tat export inh
O=[N+]([O-])c1cc(S(=O)(=O)N2CCCC2)ccc1OCc1ccccc1,-5,-9,-5,1.1,1.4,-2.4,2.0,1,-2,5
COC(=O)Oc1cncc(C(=O)O)c1,nt,0,-8,1.2,0.6,0.0,1.9,-12,4,7
CCN1CCN(CCCNC(=O)CS(=O)(=O)Cc2nc(-c3ccccc3C)oc2C)CC1,0,-18,8,1.1,4.1,0.0,-1.4,13,-2,0
CCC(C)c1ccc(S(=O)(=O)Nc2cccnc2)cc1 (stereo unspecified),2,-10,nt,2.0,1.9,-0.8,2.4,13,2,-5
O=C(COC(=O)Cc1ccc(F)cc1)NC1CCCCC1,-1,-14,0,0.5,-0.8,0.3,0.9,5,0,-5
CC(=NNC(=S)N1CCCCC1)c1cccc(C)n1,-2,-11,-7,0.0,nt,-0.1,nt,0,2,-9
O=c1c2c(-c3cccs3)csc2ncn1/N=C/c1ccc(OC(F)F)cc1,nt,-7,5,2.2,5.0,-1.8,-1.1,0,-5,7
CCOC(=O)c1c(NC(=O)C(C)Sc2nnc(C)c(=O)[nH]2)sc2c1CCCC2 (stereo unspecified),3,-6,17,-0.2,1.3,-1.7,-1.0,-4,16,-5
Cc1cc(C)c(NC(=S)N(CCN2CCCCC2)Cc2ccco2)c(C)c1,0,-12,13,0.8,-3.4,0.1,-0.6,8,-1,2
CCOc1ccc(CCNC(=O)COC(=O)C2CCN(S(=O)(=O)c3ccccc3)CC2)cc1OCC,0,-2,17,-0.4,nt,-1.9,nt,-45,0,-1
CCOC(=O)c1c(NC(C)=O)sc2c(O)c(Br)cc(Br)c12,-3,1,2,1.0,2.8,-1.1,-1.8,-92,6,-3
COc1ccc(C)c2sc(=NC(=O)c3cccc(N4C(=O)CCC4=O)c3)n(C)c12,0,9,6,0.9,1.7,1.4,0.1,-2,-1,-9
O=C(NN=C1CCCCCC1)c1cccs1,4,-14,-3,2.0,-1.6,-2.8,-1.2,0,1,-12
CCOc1ccc(NS(=O)(=O)c2ccc(OCC(=O)NCc3ccncc3)cc2)cc1,-2,-8,-23,1.9,-0.7,-2.6,2.4,20,-1,1
Cc1ccccc1CC(=O)Nc1ccc(S(=O)(=O)N2CCOCC2)cc1,0,-11,-11,-2.5,1.8,-1.5,1.0,31,-3,4
CCNC(=O)CC(=O)Nc1ccccc1C(=O)O,nt,11,9,3.0,3.9,-1.3,3.4,15,1,6
O=C(COC(=O)CCc1nc2ccccc2c(=O)[nH]1)Nc1ccc2c(c1)OCO2,-2,-16,6,-0.7,4.8,-0.7,-0.9,-1,1,-8
CCOc1ccc(NC(=O)CN2C(=O)COc3ccc(S(=O)(=O)N4CCCC4)cc32)cc1,0,-11,4,1.7,3.6,-0.2,1.1,6,-2,-3
CCC1(c2ccccc2)NC(=O)N(CC(=O)Nc2ccc(OC)nc2)C1=O (stereo unspecified),-1,-11,-4,0.1,3.5,-2.5,2.5,6,-12,4
O=C1CC(C(=O)Nc2ccccc2)S/C(=N\N=C\c2ccco2)N1 (stereo unspecified),nt,-5,-12,4.5,3.9,0.3,0.3,-17,0,2
Cc1ccc(C)c(S(=O)(=O)NCCCc2ccccc2)c1,0,0,1,0.9,3.0,-2.3,0.1,-16,-2,13
O=C(N/N=C/c1ccccc1C(=O)O)c1cc(-c2ccc3c4c(cccc24)CC3)n[nH]1,29,-8,1,4.3,1.3,-5.5,0.0,-21,5,-3
COC(=O)[C@]1(C)CCC[C@@]2(C)C3CC[C@@]4(C)C[C@]3(CCC21)CC(=O)N4Cc1ccc(OC)cc1 (stereo partly specified),-10,-10,-3,2.9,-4.2,-0.5,-0.7,35,-13,16
COc1cccc(NC(=O)CSc2nnc(Cn3c(=O)sc4ccccc43)n2C)c1,0,-13,-3,1.5,1.1,-0.1,-0.7,-29,-1,-4
COc1ccccc1/C=N/NC(=O)c1ccc(C)nc1,1,-4,-9,3.8,3.0,-0.4,-1.4,1,-1,-2
CCS(=O)(=O)Nc1cccc(C2=NN(S(=O)(=O)c3ccc(C)cc3)C(c3ccco3)C2)c1 (stereo unspecified),-2,-16,0,4.9,1.0,-1.4,-1.6,-15,3,18
O=c1[nH]c2cc(Cl)ccc2n(CCNc2ncc(C(F)(F)F)cc2Cl)c1=O,nt,-8,10,3.7,3.0,-0.5,-2.1,-31,-2,-4
N#CCc1ccc(NS(=O)(=O)c2ccc(C3CCCCC3)cc2)cc1,-1,-10,19,4.1,5.9,-0.1,2.6,-57,-4,0
Cc1sc2nc(CSc3ncn[nH]3)[nH]c(=O)c2c1C,0,4,-2,1.9,-2.5,-0.4,0.5,-21,-1,-2
O=C(Nc1ccccc1)N(C1=NCCC1)c1ccccc1,5,-11,6,3.1,2.0,1.2,-0.3,-14,-3,-8
CC(=O)c1cc(C#N)c(SCC(=O)Nc2nccs2)nc1C,8,-15,-3,3.2,1.0,-0.6,1.5,-2,0,1
COc1ccccc1N1CCN(C(=O)c2ccc(-c3ccc(Cl)cc3)o2)CC1,-8,0,-1,-0.2,1.8,-0.8,-3.5,nt,2,17
CCCCNC(=O)C(Sc1ccccc1)c1ccccc1 (stereo unspecified),0,-10,-6,3.4,0.2,-0.6,4.0,1,-1,-11

# Assay outcomes from PubChem.
